Screening results (PubChem BioAssay)
PLK1 PBD block: inhibitors of human PLK1 polo-box domain binding | P53350 | Plk1 PBD binding of FITC phosphopeptide, fluorescence polarization | Potency, µM, inactives show max response, negative = inhibition, most hits filed as inhibitors | 360,000 compounds, 2.8% hits; also: potency is read from the fitted curve at half-maximal effect; series mostly up to about 57 µM; % is scaled to controls: 0 for no effect and ±100 for the full control effect; nearly all actives have a fitted effect of over 65% in size
EPAC1 antag: antagonists of human EPAC1; 360,000 compounds, 0.14% hits; O95398; Potency, µM (series often up to 115 µM), for the others: at the highest dose activity change, negative = inhibition, actives largely listed as inhibitors; EPAC1 GEF assay, Rap1b-BODIPY-GDP exchange fluorescence;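 also: potency is read from the fitted curve at half-maximal effect; plate controls were vehicle for no effect and positive control for full effect; nearly all actives have a fitted effect of over 50% in size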
PI5P4Ka inh: inhibitors of human PI5P4K alpha | P48426 | PI5P4Kalpha enzyme, ADP-Glo luminescence, 60 min; active compounds read low | max response, % | 330,000 compounds, 1.2% hits | AID 652105; active = max response of -50% or lower; inconclusive = between -30% and -50%; inactive = -30% or higher; also: value at the top dose of about 77 µM; % is scaled to controls: 0 for no effect and ±100 for the full control effect
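Single end-point luminescence (ADP-Glo) quantified ADP from PI5P4Kalpha turnover; ATP 5 microM final, 1 h at RT, 0.1% CHAPS and 0.28 mM EGTA in HEPES pH 7.4.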
WRN inhibitor: inhibitors of human WRN helicase | WRN helicase unwinding, fluorescent forked duplex, kinetic | Potency, µM (doses to about 114 µM), without a hit: at the highest dose activity change, negative = inhibition, most hits filed as inhibitors | 360,000 compounds, 0.46% hits | Q14191 | AID 651768; also: potency is read from the fitted curve at half-maximal effect; % is scaled to controls: 0 for no effect and ±100 for the full control effect; nearly all actives have a fitted effect of over 55% in size
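Primary qHTS, 1536-well format. 20 nM WRN + compound, 15 min RT; start with 100 nM forked fluorophore/quencher duplex, 2 mM ATP (final); kinetic read ex 525/em 598 nm.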
CCT modulator: modulators of cytosolic chaperonin (CCT/TRiC) activity | activity change, % (concentration not given with the values), hits read low | 360,000 compounds, 0.3% hits | purified chaperonin ATPase assay, HTRF ADP detection, 30 min; in the data active = activity change below about -30%; also: % is scaled to controls: 0 for no effect and ±100 for the full control effect
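TRiC at 40 or 20 nM final (batch-dependent) in 30 mM Tris pH 7.4, 100 mM KCl, 5 mM MgCl2, 1 mM DTT, with compound at single 76 uM and 10 uM ATP, 30 min at 37 deg C. ADP detected by HTRF Transcreener, 665/615 ratio.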
EPAC1 agonist: EPAC1 (human) agonism; O95398; Potency, µM (doses to about 154 µM), for inactives: at the highest dose activation, usual class: activators; 360,000 compounds, 0.073% hits; EPAC1 agonist qHTS, biochemical assay; response scale: 100% = response to 6.5 mM cAMP; also: potency is read from the fitted curve at half-maximal effect; nearly all actives have a fitted effect of over 60% in size
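Compounds were pinned as a concentration titration into mixtures of EPAC1 (100 nM), BODIPY-GDP-loaded Rap1B (250 nM) and GDP (50 uM). After 5 min at room temperature, fluorescence was followed for 30 min; activity was scaled to 6.5 mM cAMP.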
EPAC2 antagonist: antagonists of human EPAC2; Q8WZA2; EPAC2 GEF exchange of Rap1B-BODIPY-GDP, fluorescence; Potency, µM (doses to about 114 µM), inactives show top-dose activity, negative = inhibition, usual class: inhibitors; 360,000 compounds, 0.18% hits; AID 720708; also: potency is read from the fitted curve at half-maximal effect; % is scaled to controls: 0 for no effect and ±100 for the full control effect; nearly all actives have a fitted effect of over 45% in size; many of its hits are not listed in these tables
MmCpn inh: M. maripaludis TRiC chaperonin inhibition | purified Mm-Cpn ATPase, ADP Transcreener TR-FRET | Potency, µM (doses to about 76.9 µM), for inactives: at the top dose activity, negative = inhibition, actives largely listed as inhibitors | 330,000 compounds, 0.031% hits; also: potency is read from the fitted curve at half-maximal effect; % is scaled to controls: 0 for no effect and ±100 for the full control effect; nearly all actives have a fitted effect of over 80% in size
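Purified archaeal chaperonin (25 nM final) was preincubated with compound for 10 min at 37°C, then ATP (10 uM final) was added for 30 min at 37°C in Tris pH 7.4/KCl/MgCl2/DTT buffer. ADP was quantified by HTRF Transcreener TR-FRET.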
Numbers without * were called inactive; u = inconclusive; x = not tested or not shown; [ ] = another dose, or the depositor's remark. Unless noted, calls follow the shape of the dose curve; as a rule, active = well fitted curve in the direction sought with a large enough effect; inconclusive = small, poorly fitted or top-dose-only effect, or another doubt; inactive = no such curve, though single readings can be large; an effect the other way counts as inactive or inconclusive. The list is partial; the hit share may differ from the screen's.

SMILES	PLK1 PBD block	EPAC1 antag	PI5P4Ka inh	WRN inhibitor	CCT modulator	EPAC1 agonist	EPAC2 antagonist	MmCpn inh
CN1CCN(c2cnn(-c3ccccc3)c(=O)c2Br)CC1	-2%	3%	-2	3%	-1.1	-4%	-10%	0%
CCOC(=O)C1CCN(C(=O)CSc2ccc(Br)cc2)CC1	-20%	8%	2	-8%	-0.4	-1%	-1%	1%
Brc1ccccc1-c1nnc2sc(-c3ccc4c(c3)OCCO4)nn12	-4%	5%	x	-9%	2.5	8%	-3%	-4%
CCC(Sc1nc(C)cc(=O)[nH]1)C(=O)Nc1sc2c(c1C#N)CCCC2 (stereo not drawn)	u	-15%	x	-15%	-1.7	6%	-1%	-1%
Cn1c(=O)c(Cc2ccccc2)c(O)c2ccccc21	-16%	6%	x	-1%	-1.1	4%	1%	-3%
O=C(OCC(=O)N1CCN(C(=O)c2ccco2)CC1)c1ccc(Cl)c(Cl)c1	-11%	-3%	-9	8%	-2.5	15%	-4%	1%
CN(C)C(=O)CSc1nnc(-c2ccc(F)cc2)c2ccccc12	-5%	-12%	4	-3%	-3.4	2%	6%	-1%
Cn1cccc1C(=O)OCC(=O)Nc1ccc2c(c1)CCC2	-2%	-14%	x	6%	-1.9	0%	-4%	-2%
CC(=O)c1cccc(-c2cnc3c(NC=O)cc(-c4ccc(N(C)C)cc4)cn23)c1	-10%	-7%	-18	1%[57.1 µM]	0.8	-14%	-3%	x
CC(=O)NCCc1ccc(S(=O)(=O)NC2OC(=O)c3ccccc32)cc1 (stereo not drawn)	-3%	-5%	1	-2%	-4.1	-2%	1%	-3%
CCN(CC)S(=O)(=O)c1ccc(NC(=O)c2ccc(N3CCCC3=O)cc2)cc1	1%	5%	11	-10%	1.6	-1%	0%	2%
NC(=O)Cn1nc([N+](=O)[O-])nc1Oc1ccccc1C(=O)N1CCOCC1	-7%	-6%	-5	6%	-2.4	1%	4%	0%
Cc1nc2nc[nH]n2c(=O)c1CCC(C)C	-8%	15%	-4	0%	-1.1	5%	0%	-1%
O=c1[nH]n2c(=O)c3c([nH]c2c1N=Nc1ccccc1)CCC3	-20%	-5%	-29	-34%	-7.6	1%	-13%	-4%
O=C(CSc1nc2ccccc2s1)Nc1nccs1	-10%	-3%	0	11%	-3.3	7%	-2%	-2%
O=C(NCc1cccs1)C1CCC(CNS(=O)(=O)c2cccc3nsnc23)CC1 (stereo not drawn)	-21%	-22%	4	6%	-1.0	-18%	8%	0%
O=C(Cn1cnc(S(=O)(=O)N2CCCC2)c1)Nc1cccc(Br)c1	-20%	-19%	-2	-6%	0.9	0%	4%	0%
CCn1c(SCC(=O)NC2CCCCC2)nc2ccccc2c1=O	5%	5%	-3	-8%	-0.4	-4%	8%	-2%
Cc1cccnc1NC(=O)c1cc2ccccc2oc1=O	-14%	7%	9	-8%	-0.3	10%	5%	1%
COc1cccc(C(c2cccc(OC)c2)c2ccccc2C(=O)O)c1	-3%	-6%	-8	-26%	-2.4	10%	-5%	x
CCOc1ccc(NC(N)=O)cc1OCC	-6%	3%	-1	9%	1.3	10%	8%	0%
CCCC(C)C(=O)N(Cc1ccccc1)c1ccccn1 (stereo not drawn)	-23%	9%	x	-9%	0.6	3%	18%	2%
COc1cc2cc(CN(CCO)S(=O)(=O)c3ccccc3)c(=O)[nH]c2cc1OC	-6%	13%	1	2%	1.2	-1%	22%	0%
Cc1cc(Nc2ccc(Br)cc2)nc(-c2ccccc2O)n1	3%	7%	31	-8%	-2.2	18%	-6%	-3%
CN(C)S(=O)(=O)c1ccc(C(=O)OCC2CC2(Cl)Cl)cc1 (stereo not drawn)	-11%	-2%	1	-8%	-0.4	-10%	-12%	2%
COc1ccc(-c2cc(C3CCN(c4ccc(C(C)=O)cc4[N+](=O)[O-])CC3)[nH]n2)cc1	-6%	-7%	x	-13%	-2.8	7%	-7%	-3%
O=c1cc(CO)oc(C(Nc2ccccn2)c2ccc(C(F)(F)F)cc2)c1O (stereo not drawn)	u	3%	-9	-3%	0.9	0%	-5%	0%
CCOC(=O)CCn1c(=S)n(CCC(=O)OCC)c2ccccc21	1%	-9%	2	6%	1.3	-5%	-8%	-3%
Cc1cc(NC(=O)CCCC(=O)O)nc(C)n1	-8%	7%	x	-1%	-2.5	2%	8%	0%
COc1ccccc1N1CCN(CC(=O)Nc2ccnn2C2CCCC2)CC1	-2%	2%	-2	6%	-0.9	-1%	7%	0%
COc1ccc(-n2cnnc2SCC(=O)Nc2cccc(S(N)(=O)=O)c2)cc1	-3%	-15%	0	3%	-0.2	-1%	-9%	3%
COc1ccc(/C=N/Nc2nc(NCc3ccco3)nc(Nc3ccc(OC)cc3)n2)cc1	-2%	-3%	3	-33%	1.8	4%	6%	-9%
CN(c1ccc(C(=O)N/N=C/c2cccc([N+](=O)[O-])c2)cc1)S(=O)(=O)c1ccccc1	5%	2%	-5	4%	-1.1	-11%	5%	3%
C(=N\n1cnnc1)/c1nc2ccccc2[nH]1	-6%	-5%	5	-1%	-2.8	0%	-1%	-1%
O=C(c1ccc([N+](=O)[O-])cc1)N1CCN(C(=O)c2cccnc2)CC1	-10%	-12%	-5	8%	-1.7	0%	15%	1%
O=C1CCC([N+](=O)[O-])C(c2ccc(Cl)cc2)N1 (stereo not drawn)	0%	-3%	-4	0%	1.2	2%	15%	-2%

One compound at a time, as listed above.
Shown for O=c1cc(CO)oc(C(Nc2ccccn2)c2ccc(C(F)(F)F)cc2)c1O (stereo not drawn) → PLK1 PBD block: u; EPAC1 antag: 3%; PI5P4Ka inh: -9; WRN inhibitor: -3%; CCT modulator: 0.9; EPAC1 agonist: 0%; EPAC2 antagonist: -5%; MmCpn inh: 0%
Shown for COc1ccc(-c2cc(C3CCN(c4ccc(C(C)=O)cc4[N+](=O)[O-])CC3)[nH]n2)cc1 → PLK1 PBD block: -6%; EPAC1 antag: -7%; PI5P4Ka inh: x; WRN inhibitor: -13%; CCT modulator: -2.8; EPAC1 agonist: 7%; EPAC2 antagonist: -7%; MmCpn inh: -3%

(continued)
SMILES	PLK1 PBD block	EPAC1 antag	PI5P4Ka inh	WRN inhibitor	CCT modulator	EPAC1 agonist	EPAC2 antagonist	MmCpn inh
CCOc1ccc(OCCC(=O)N(CCOC)c2c(N)n(Cc3ccccc3)c(=O)[nH]c2=O)cc1	-7%	13%	8	-1%	-0.5	14%	7%	x
CC(=O)[C@H]1CC[C@@H](c2ccccc2)N(S(=O)(=O)c2ccc(C)cc2)C1	0%	12%	2	7%	x	2%	-11%	x
Nc1nc(N2CCOCC2)nc2ccccc12	-10%	-5%	-1	-3%	0.1	0%	-3%	1%
CN(CC(=O)N(C)CC(=O)Nc1c(Cl)cccc1Cl)Cc1ccccc1F	1%	4%	-5	3%	-3.3	-13%	4%	2%
COc1ccc(C=NN=C2c3ccccc3-c3ccccc32)cc1OC	9%	1%	38	-4%	-1.1	-1%	1%	x
Cc1ccsc1C(=O)N1CC=C(c2ccccc2)CC1	-5%	-6%	5	-23%	-3.9	-5%	15%	0%
Cc1cc2nnc(SCC(=O)OC(C)C)n2c2ccccc12	-11%	7%	0	-5%	-1.4	1%	-2%	3%
O=C(COC(=O)c1cc(S(=O)(=O)N2CCOCC2)ccc1F)Nc1cc([N+](=O)[O-])ccc1F	0%	-6%	2	-9%	-2.2	9%	-5%	0%
CCN1CCN(c2ccc(Nc3ccnc4ccccc34)cc2)CC1	-10%	4%	7	-32%	-3.3	0%	3%	-1%
CCOc1cc(N2CCOCC2)c(OCC)cc1NC(=O)Cn1cnnn1	-1%	-9%	5	-1%	-2.0	-5%	1%	4%
CCCCCCCCCOC1OC(CO)C(O)C(O)C1NC(C)=O (stereo not drawn)	-17%	-2%	3	9%	1.5	1%	3%	0%
CCOc1ccc(C(=O)COC(=O)C2COc3ccccc3O2)cc1 (stereo not drawn)	3%	0%	1	2%	0.7	-7%	-1%	-1%
Cn1cc(CC(=O)Nc2cccc(C#N)c2)c2ccccc21	-4%	2%	1	-14%	-0.3	-5%	10%	1%
COc1cc(C2Nc3cccc4cccc(c34)N2)cc(OC)c1O	u	0%	x	-11%[11.6 µM]	2.8	5%	-4%	-3%
FC(F)(F)c1ccc(NCCc2ccccc2)nc1	7%	-10%	1	1%	0.2	-14%	-6%	1%
CC1CCCC(NC(=O)c2ccc(COc3ccccc3)o2)C1C (stereo not drawn)	-1%	-24%	0	1%	-1.2	8%	u	2%
O=S(=O)(Nc1ccc(N2CCCCC2)cc1)c1ccc(F)c(F)c1	-8%	-20%	0	-10%	3.8	-3%	-3%	0%
COC(=O)c1ccc(NC(=O)C2C3CCC(C3)C2C(=O)O)cc1 (stereo not drawn)	2%	-6%	6	-15%	1.2	8%	-6%	x
O=C(NC1CC1)c1cc2cc3ccccc3nc2s1	-10%	-12%	-3	0%	0.5	-2%	1%	-3%
O=C(NCCc1cccs1)C1CC(c2ccc([N+](=O)[O-])cc2)=NO1 (stereo not drawn)	-2%	16%	2	-1%	-1.0	-11%	9%	2%
CC1=CC(=C(C#N)C#N)C=C(C)N1CCN1CCNCC1	-7%	-11%	-1	u	2.2	8%	-16%	-9%
COc1cc(N=Nc2ccccc2C(=O)O)ccc1O	-1%	-11%	-13	-2%	-1.4	-4%	-13%	-2%
COC(=O)c1ccccc1NC(=O)c1c(Br)cnn1C	-5%	-16%	4	-3%	-0.9	15%	9%[57.1 µM]	2%
O=C(NNC(=O)c1cc(-c2ccc(Cl)cc2)nc2ccccc12)c1csc(N2CCOCC2)n1	5%	-3%	-2	-11%	-2.0	9%	-12%	-4%
C=CC[n+]1c(-c2ccc(OC)cc2)csc1NNC(=O)Nc1ccccc1	-2%	24%	x	-10%	0.8	8%	-1%	-1%
CCOC(=O)Cn1ccc(NC(=O)COc2ccc(F)cc2)n1	-14%	-7%	-9	1%	-2.2	2%	1%	-2%
CCOC(=O)c1c(C)[nH]c(C(=O)COC(=O)C2=NNC(=O)CC2)c1C	-11%	4%	3	0%	-0.7	1%	-4%	u
CCOc1cc(/C=N/N=C2/NC(=O)C(CC(=O)O)S2)ccc1OCc1ccc(Cl)cc1Cl (stereo not drawn)	27µM*	u	-63*	u	-3.0	23%	-17%	2%
CC1(CC(=O)NNC(=O)Nc2ccccc2)OCCCO1	-9%	-22%	0	4%	1.8	12%	-2%	-2%
Cc1nn(-c2ccc(C(=O)O)cc2)c(C)c1Cl	-8%	-14%	4	-27%	0.9	0%	-1%	2%
NC(=O)CSc1nnc(SCc2ccc(F)cc2)s1	-21%	-18%	-3	-15%	0.6	6%	1%	-1%
